VLA-4 inh: inhibition in a human VLA-4 binding assay. P13612. inhibition, % (about 7 µM as worked out from the volumes in the protocol). VLA-4 expressing cells, ligand binding flow cytometry. actives 0.2% (n = 330,000); in the data active means inhibition above about 50%
CIT2-GFP yeast: yeast TOR pathway CIT2-GFP modulation; GFP response vs DMSO, % at 10 µM; S. cerevisiae CIT2-GFP strain, flow cytometry, 3 h; 100 means same as DMSO wells; actives 0.065% (n = 320,000);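 active means GFP response relative to DMSO above a set limit, near the screen mean plus 3 SD, cut at about 150% in these data; inconclusive means Fewer than 70 cells measured for a yeast strain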;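 further: ratio of well median GFP fluorescence to mean of DMSO wells on the plate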
CR mimetic SO: yeast age-related superoxide inhibition as caloric restriction mimetic. S. cerevisiae aged cells, superoxide DHE fluorescence; active compounds read low. superoxide response (% of plate mean), % at 10 µM. actives 0.18% (n = 330,000). AID 2690;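 active means superoxide response under a set limit, about three screen SD below normal, cut at about 65% in these data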;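 further: yeast aged for seven days with compound at 30 °C before DHE staining; 100% = average MFI of all compound-treated wells on the plate with controls excluded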
AGP1 TOR yeast: yeast TOR pathway AGP1-GFP modulation; S. cerevisiae AGP1-GFP multiplex flow cytometry, 3 h; GFP as percent of DMSO wells; GFP response vs DMSO, % at 10 µM; actives 0.02% (n = 320,000); AID 2066;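 active means GFP response relative to DMSO above a set limit, near screen average plus 3 SD, cut at about 150% in these data; inconclusive means fewer than 70 cells counted for the yeast strain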;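 further: median GFP channel fluorescence of the gated AGP1 strain per well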
GRK2 aptamer HTS: inhibitors of human GRK2 displacing RNA aptamer. P25098. bead flow cytometry, FAM-aptamer displacement from GRK2. inhibition of aptamer binding, % at 10 µM. actives 0.59% (n = 330,000);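 active means inhibition of aptamer binding above 40%, roughly 3 SD of noise, on plates passing a quality check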;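 further: median bead fluorescence of bound FAM aptamer so fluorescent compounds give negative values; no value below 0 was filed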
MEX-5 binding: C. elegans MEX-5 TCR-2 RNA binding activity; Q9XUB2; MEX-5/FITC-TCR2 RNA binding, fluorescence polarization; active compounds read low; activity score (negative = inhibition of binding), % at 10 µM; actives 0.38% (n = 300,000); AID 1832;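 active means inhibition past about -25% in most replicates, and total fluorescence under double the plate's negative control median, limit read from the data; inconclusive means replicates evenly split on the limit, or fluorescence at least double controls; inactive means too little inhibition in most replicates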;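 further: 0% = DMSO and -100% = 5 µM competing unlabeled TCR2 RNA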
Target sequence (Q9XUB2 whole entry, looked up): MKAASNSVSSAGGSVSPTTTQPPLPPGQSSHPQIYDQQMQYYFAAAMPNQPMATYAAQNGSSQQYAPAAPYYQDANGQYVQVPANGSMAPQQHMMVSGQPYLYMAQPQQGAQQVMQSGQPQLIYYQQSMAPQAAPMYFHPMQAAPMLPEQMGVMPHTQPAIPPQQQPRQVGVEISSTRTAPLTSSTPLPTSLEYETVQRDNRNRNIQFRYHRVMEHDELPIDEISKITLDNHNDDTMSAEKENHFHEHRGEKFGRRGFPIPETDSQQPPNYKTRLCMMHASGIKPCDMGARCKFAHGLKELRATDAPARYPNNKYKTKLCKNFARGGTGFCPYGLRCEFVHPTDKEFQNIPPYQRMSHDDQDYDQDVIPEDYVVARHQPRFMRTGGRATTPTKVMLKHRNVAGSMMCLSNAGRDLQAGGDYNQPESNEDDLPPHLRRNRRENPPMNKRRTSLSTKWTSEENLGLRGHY
BCLXL inh: blocks human Bcl-xL binding to Bim BH3 peptide | actives 0.7% (n = 320,000) | GST-Bcl-xL / FITC-Bim BH3 peptide fluorescence polarization | AID 2129 | inhibition, % at 10.9 µM;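 active means inhibition above the mean of all tested compounds plus 3 SD, cutoff set per campaign, cut at about 30% in these data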;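 further: 0% = DMSO wells and 100% = unlabeled Bim-BH3 peptide competitor; inhibitors lower millipolarization by displacing the labeled peptide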
GLD-1 TGE inh: GLD-1-TGE RNA interaction inhibition (C. elegans); inhibition, % at 5.96 µM; AID 2280; actives 0.44% (n = 320,000); Q17339; purified GLD-1 + fluorescein TGE RNA, fluorescence polarization;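 active means percent inhibition above a per-plate cutoff, the plate mean of test compounds plus 3 SD, cut at about 30% in these data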;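 further: 0% = DMSO wells with GLD-1 and probe and 100% = wells lacking GLD-1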
Target sequence (Q17339 whole entry, looked up): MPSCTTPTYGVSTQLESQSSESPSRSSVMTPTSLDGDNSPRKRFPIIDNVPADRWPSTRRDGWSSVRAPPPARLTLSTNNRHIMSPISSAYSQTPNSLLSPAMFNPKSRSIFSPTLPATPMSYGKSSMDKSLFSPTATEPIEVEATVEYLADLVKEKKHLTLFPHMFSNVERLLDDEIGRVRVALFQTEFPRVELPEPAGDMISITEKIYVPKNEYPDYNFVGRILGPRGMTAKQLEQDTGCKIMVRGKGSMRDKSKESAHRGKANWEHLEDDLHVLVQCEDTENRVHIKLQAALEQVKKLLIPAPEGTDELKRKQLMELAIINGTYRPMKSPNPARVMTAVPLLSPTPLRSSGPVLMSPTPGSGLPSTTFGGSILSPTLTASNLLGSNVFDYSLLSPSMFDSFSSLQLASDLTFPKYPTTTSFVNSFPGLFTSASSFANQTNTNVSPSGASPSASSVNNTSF
MCL1-BIM inh: inhibitors of human MCL1 binding to BIM-BH3 peptide | Q07820 | GST-MCL1 / FITC-Bim-BH3 fluorescence polarization | inhibition, % at 10.9 µM | actives 0.68% (n = 320,000) | AID 2057;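 active means inhibition above the mean inhibition of all tested compounds plus 3 SD, set per campaign, cut at about 40% in these data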;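 further: 0% = DMSO wells and 100% = unlabeled Bim-BH3 peptide control; higher means more loss of mP so more displacement of Bim peptide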
Starred values were filed as active, the others as inactive; i = inactive; ? = inconclusive; . = not tested or not shown; [ ] = dose if it differs, or a comment.

SMILES	VLA-4 inh	CIT2-GFP yeast	CR mimetic SO	AGP1 TOR yeast	GRK2 aptamer HTS	MEX-5 binding	BCLXL inh	GLD-1 TGE inh	MCL1-BIM inh
CCCCNC(=O)/C(C#N)=C/c1ccc(-c2ccc(S(=O)(=O)N3CCOCC3)cc2)o1	-12	90	98	89	0	-9.7	3	0	-14
COc1ccc(NC(=O)COC(=O)C2=COCCO2)cc1OC	15	91	107	94	0	-2.9	-1	5	2
COc1ccc(C(=O)N/N=C/c2ccc(N3CCOCC3)o2)cc1OC	9	101	102	102	8	-2.7	16	17	16
COc1cccc(NS(=O)(=O)c2ccc3c(c2)N(C(C)=O)CCS3)c1	8	95	97	94	0	-2.3	9	6	5
CCN(c1ccccc1)S(=O)(=O)c1ccc(Cl)c(NC(=O)c2ccc(=O)[nH]n2)c1	4	101	85	91	4	.	-20	-16	-21
COP(=O)(OC)c1nc(-c2cccc3ccccc23)oc1N1CCCCC1	27	98	90	100	0	-1.5	3	-1	-2
CCC(C)[C@@H](CN(N=O)[C@@H](Cc1ccccc1)CN(C)N=O)N(CCc1ccccc1)N=O (stereo not given in full)	.	.	.	.	.	0.6	0	9	-10
OCCN(CCO)Cc1csc2ccccc12	10	99	107	96	0	-2.3	-4	1	0
Cn1c(=O)c2c(nc(CN3CCC(C(N)=O)CC3)n2Cc2c(Cl)cccc2Cl)n(C)c1=O	31	101	113	109	0	2.1	-2	-2	-3
CN(C)c1ccc(/C=N\Nc2nc(-c3ccccc3)cc(=O)[nH]2)cc1	20	86	88	98	0	-1.1	6	-7	7
Cc1cccc(C)c1NC(=O)CN(C)CC(=O)Nc1cc(Cl)ccc1C#N	-8	.	106	103	4	-0.4	-2	7	2
NC(=O)c1ccsc1NC(=O)COC(=O)c1ccccc1F	-2	91	108	86	3	.	5	-4	5
CC1CCN(S(=O)(=O)c2cc3c4c(c2)C(C)C(=O)N4CCC3)CC1 (stereo not given)	-3	105	88	98	2	4.8	3	9	2
CC1CCN(S(=O)(=O)c2cnc(Cl)c(Br)c2)CC1	0	103	100	114	0	-2.7	2	2	6
CCN(CC)S(=O)(=O)c1ccc(C)c(NC(=O)COC(=O)[C@@H]2CCCN2C(=O)c2cccs2)c1	-4	97	97	102	0	-1.8	11	-4	6
CCOC(=O)N1CCN(C(=O)CCc2cc(OC)c(OC)c(OC)c2)CC1	3	94	93	90	0	2.8	.	.	.
Cn1c2ccccc2c2cnn(CC(=O)Nc3cccc(F)c3)c(=O)c21	5	106	86	103	4	.	4	1	3
Cc1cc(C)cc(Nc2ccc(C(=O)O)cc2N)c1	12	?	111	104	1	0.6	7	3	6
Fc1ccccc1CSc1nnnn1-c1ccc2c(c1)OCO2	13	73	98	87	2	0.0	-2	8	1
CCCCN(C(=O)CCCc1nc2ccccc2s1)c1c(N)n(CCCC)c(=O)[nH]c1=O	2	99[may fluoresce green]	92	100[may fluoresce green]	0	2.6	-5	4	-11
O=C(NC1=NCCS1)c1cc(-c2ccc(-c3ccccc3)cc2)nc2ccccc12	-8	105	104	101	0	-2.7	4	9	6
O=C(Nc1nc2ccccc2s1)C1=NN(c2ccccc2)C(=O)CC1	2	99	97	99	1	3.2	-3	3	-2
CCc1ccc(/C=C2\SC(=S)N(CCC(=O)NC3=NCCS3)C2=O)cc1	2	100	89	89	19	-11	3	-4	4
COc1ccc(-c2nnc(SCC(=O)N3CCOCC3)o2)cc1OC	-7	92	133	94	4	2.2	-6	7	-1
COc1ccc(NC(=O)COC(=O)c2ccc(NS(=O)(=O)/C=C/c3ccccc3)cc2)cc1	11	78	99	101	4	-1.1	-7	2	4
Cc1cc(C)n2nc(C(=O)N3CCCC(Nc4ccc(F)c(F)c4)C3)cc2n1 (stereo not given)	14	98	101	94	85*	-1.0	3	-1	4
Cc1cccc(NC(=O)c2cc(NC(=O)c3ccco3)ccc2N2CCCCC2)c1	28	101	125	95	1	0.6	-3	-6	4
COc1ccc(C(CC(=O)c2ccccc2)C2CCCCC2=O)cc1 (stereo not given)	-2	96	91	92	0	0.1	5	4	5
CCOc1cccc(C(=O)N/N=C/c2coc3ccccc3c2=O)c1	-17	98	105	98	8	0.6	0	6	4
C/C(N)=C(/C#N)C(=O)COC(=O)c1ccc(C)c(S(=O)(=O)N2CCCCC2)c1	4	86	96	93	2	1.3	6	9	3
Cc1cccc(NC(=O)Nc2ccccc2[N+](=O)[O-])n1	7	98	114	93	2	-2.6	1	6	-1
CC1(C)CC(NC(=O)C(=O)NCCc2ccc(Cl)cc2)CC(C)(C)N1	7	104	93	106	2	-0.8	4	2	5
CC(C)CC(=O)Nc1nnc(SCC(=O)NC2CCCCC2)s1	4	97	103	92	0	-1.7	0	-1	2
C=CCSc1nc(C)cc2c1C(=O)OC2	5	126	129	111	1	1.4	7	-6	6
O=C(c1cccnc1)N1CCN(S(=O)(=O)c2cccc(Cl)c2)CC1	23	94	81	94	2	3.0	.	.	.
O=C(NCCc1ccccn1)c1ccc(NS(=O)(=O)c2ccc(F)cc2)cc1	6	91	106	99	1	-1.8	2	4	1
CCOC(=O)c1cc2sccc2n1CC(=O)Nc1ccc2c(c1)OCCO2	6	93	93	96	0	-4.2	1	1	-1
CC(=O)NCc1nnc2c3ccccc3c(-c3ccccc3)nn12	-4	107	104	96	0	2.3	-2	0	8
Cc1c(Cl)cccc1NC(=O)NC1CCCCC1	-4	94	113	98	0	-0.1	6	-1	2
C=CCCC(=O)NC1CC(C)(C)Cc2c1cnn2-c1cccc(F)c1 (stereo not given)	1	93	113	25	4	1.4	8	2	9
OCCCn1c(C2CCCN2c2nc(-c3ccc(Cl)cc3)cs2)nc2cc(Cl)c(Cl)cc21 (stereo not given)	-6	112	102	93	4	1.9	6	-4	3
CC(C)c1ccc(NC2CCCN(C(=O)c3cccs3)C2)cc1 (stereo not given)	-101	100	98	103	12	2.0	-4	-5	1
CCCC#CCN1CCN(C23CC4CC(CC(C4)C2)C3)CC1	-4	98	121	95	0	2.0	1	-1	-1
CC(=O)Nc1ccc(OCC(O)CN2CCN(c3ccc(Cl)cc3)CC2)cc1 (stereo not given)	11	94	76	101	0	-1.2	5	9	2
CC1CCCCN1Cc1nc2c(c(=O)n(C)c(=O)n2C)n1CCc1ccccc1 (stereo not given)	18	99	99	103	0	-1.1	3	1	2
Cc1nc(Nc2nc3c(c(=O)[nH]2)CCC3)nc2ccccc12	6	71	69	67	6	0.4	-1	-5	-5
Cc1ccc(-n2c(SCC(N)=O)nc(O)cc2=O)cc1	2	93	111	93	0	6.2	-15	2	-17
CCOC(=O)Cc1nnc(NC(=O)CSc2nc3ccccc3[nH]2)s1	6	100	i	101	0	1.7	2	-5	5
COc1ccccc1CNC(=O)CCN1C(=O)COc2ccc(C)cc21	9	91	101	95	0	-0.5	3	-7	4
COc1cccc(NC(=O)C(=O)NCCC2CCCCN2S(=O)(=O)c2cccs2)c1 (stereo not given)	-1	97	101	101	0	0.8	-5	-5	-10
Cc1ccc(C(=O)NCc2ccco2)c(C)c1	4	102	105	100	0	-1.0	.	.	.
Cc1ccc(-c2noc(CCC(=O)NC3CCCc4ccccc43)n2)cc1 (stereo not given)	0	98	124	103	4	-3.3	1	1	3
O=C(O)c1ccc2c(=O)n(-c3ccccc3F)c(=S)[nH]c2c1	4	94	94	104	0	-0.5	8	5	4
O=S(=O)(NCc1ccncc1)c1ccc(Br)s1	1	94	101	91	4	1.5	2	-2	0
CC(C)Oc1nnnn1-c1ccccc1	0	114	110	108	0	0.5	4	1	2
CCN(CC(=O)N(CC(C)C)c1c(N)n(CC(C)C)c(=O)[nH]c1=O)Cc1nc2ccccc2c(=O)[nH]1	2	90	115	100	1	-1.7	-4	2	5
Cc1ccc(C(C)C)c(OCCCN(C)Cc2ccccc2)c1	2	107	101	101	0	4.4	-1	3	-3
O=C(CCc1nnc2ccc(NCc3ccccc3Cl)nn12)NCC1CCN(C2CCCC2)C1 (stereo not given)	-2	113	122	114	0	-0.9	17	3	21
CCOC(=O)C1(CCOc2ccccc2)CCN(Cc2cnc(SC)nc2)CC1	-69	107	107	100	1	2.2	4	-3	12
CN1CCN(S(=O)(=O)c2csc(C(N)=O)c2)CC1	2	103	96	105	2	2.3	2	2	1

3 compounds out of the list, sorted by molecular weight, largest number first:
SMILES	VLA-4 inh	CIT2-GFP yeast	CR mimetic SO	AGP1 TOR yeast	GRK2 aptamer HTS	MEX-5 binding	BCLXL inh	GLD-1 TGE inh	MCL1-BIM inh
O=C(CCc1nnc2ccc(NCc3ccccc3Cl)nn12)NCC1CCN(C2CCCC2)C1 (stereo not given)	-2	113	122	114	0	-0.9	17	3	21
O=S(=O)(NCc1ccncc1)c1ccc(Br)s1	1	94	101	91	4	1.5	2	-2	0
Cc1ccc(C(=O)NCc2ccco2)c(C)c1	4	102	105	100	0	-1.0	.	.	.

(cont.)
SMILES	VLA-4 inh	CIT2-GFP yeast	CR mimetic SO	AGP1 TOR yeast	GRK2 aptamer HTS	MEX-5 binding	BCLXL inh	GLD-1 TGE inh	MCL1-BIM inh
COc1ccccc1CNCc1cccs1	-4	112	107	105	0	2.4	2	7	3
CCOC(=O)C1CCCN(C(=O)CSc2nnc3nc(C)cc(C)n23)C1 (stereo not given)	15	88	99	95	13	.	.	1	.
Cc1cc(C)c2cc(CN(CC3CCCO3)S(=O)(=O)c3ccc4c(c3)OCCO4)c(=O)[nH]c2c1 (stereo not given)	-48	103	74	102	0	-0.8	2	3	7
O=C(N/C(=C\c1ccco1)C(=O)N1CCOCC1)c1ccco1	11	105	88	102	0	-2.5	33*	18	26
Cc1nn(-c2ccccc2)c(C)c1NC(=O)COc1ccc(Br)cc1Cl	-6	?	101	?	0	-1.2	3	5	-1
Cc1cccc(C)c1NC(=S)N(CCc1ccncc1)C(C)C	16	104	105	102	0	-0.1	0	-3	6
CCn1c(SC(C)C(=O)Nc2ccc3c(c2)OCCO3)nnc1C1CC1 (stereo not given)	2	108	96	115	0	.	2	-4	3
CC1(C)Cc2c(sc(NC(=O)c3ccc(Br)o3)c2C#N)CO1	26	98	105	97	0	3.2	5	6	2
COc1ccc([N+](=O)[O-])cc1NC(=O)COC(=O)C=C(C)C	17	92	132	87	2	.	6	3	1
O=C(CSc1nnc2ccc(-c3cccnc3)nn12)Nc1ccccc1F	2	84	104	105	3	-2.4	1	-1	-2
COc1ccccc1NC(=O)CSc1n[nH]c(Cc2ccccc2)n1	-17	113	100	108	3	2.9	1	2	0
COc1ccc2c(=O)c(-c3ccccc3C)c(C)oc2c1	13	96	75	94	3	1.2	6	-1	-1
COc1ccc2[nH]c(=O)c(CN(CCO)S(=O)(=O)c3ccc4c(c3)OCCO4)cc2c1	4	103	100	103	3	0.2	-1	7	-4
O=C(COC(=O)[C@H](Cc1ccccc1)NC(=O)c1cccs1)NC1CCCCC1	12	103	102	100	0	-0.2	1	16	-9
CCc1ccc(Nc2oc(C)cc(=O)c2C(C)=O)cc1	3	?	98	15[may fluoresce violet]	0	1.4	5	5	5
Cc1cc(Nc2cccc(C(F)(F)F)c2)n2nc(C)nc2n1	11	104	99	115	2	-4.6	0	-1	0
Cc1nc(SCC(=O)O)n[nH]1	1	83	106	98	0	3.2	-2	-1	-1
CC1CC(=O)N(CC(=O)Nc2ccc(F)cc2)c2ccccc2S1(=O)=O (stereo not given)	2	94	122	96	0	-2.0	0	2	2
Cc1ccc(-c2c(C)sc3ncn(CC(=O)N4CCOCC4)c(=O)c23)cc1C	-9	80	120	103	0	-2.4	3	-2	10
